AmpC no deterg = blocks E. coli AmpC beta-lactamase in detergent-free assay; P00811; AmpC nitrocefin hydrolysis, absorbance 480 nm, 0.0001% Triton; Potency, µM (doses to about 57.1 µM), inactives show at the top dose activity change, negative = inhibition, most hits filed as inhibitors; actives 0.52% (n = 330,000); AID 485341;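 note: potency is the fitted concentration of half-maximal effect; plate controls were no compound for no effect and no enzyme for full effect; nearly all actives have a fitted effect of over 20% in size; some results filed as inactive show a strong effect at the top dose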
Target sequence (P00811 whole entry, looked up): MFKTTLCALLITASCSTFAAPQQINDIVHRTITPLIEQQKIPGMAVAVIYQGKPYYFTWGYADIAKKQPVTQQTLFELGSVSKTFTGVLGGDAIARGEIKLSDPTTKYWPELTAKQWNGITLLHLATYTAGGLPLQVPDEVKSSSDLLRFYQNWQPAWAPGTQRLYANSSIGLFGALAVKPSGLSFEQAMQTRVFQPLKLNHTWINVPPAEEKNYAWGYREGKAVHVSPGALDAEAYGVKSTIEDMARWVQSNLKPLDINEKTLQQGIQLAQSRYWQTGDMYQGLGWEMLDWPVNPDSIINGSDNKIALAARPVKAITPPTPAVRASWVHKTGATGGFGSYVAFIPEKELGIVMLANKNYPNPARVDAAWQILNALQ
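20 mM phosphate pH 7.0 + 0.01% (detergent screen) or 0.0001% Triton X-100; 5.3 nM AmpC reagent; cpd preinc 15 min RT; nitrocefin (800 uM stock) to start; A480 q20 s × 4 min; Activity was normalised to no-enzyme and no-compound control wells.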
Cycloheximide cs = counter-screen hit for Shiga toxin inhibitors, cycloheximide; cell reporter, cycloheximide protein synthesis inhibition counterscreen; max response, %; actives 12% (n = 300,000); AID 2314; in the data active = max response mostly above about 13%, no sharp cut-off; inactive = mostly below about 14%; note: read at 38.3 µM for the half of the compounds with a filed dose; 0% is about no effect
FBPA Giardia inh = inhibitors of Giardia lamblia fructose-1,6-bisphosphate aldolase; A8B2U2; Potency, µM (doses to about 59.6 µM), inactives show top-dose activity, negative = inhibition, actives largely listed as inhibitors; purified Giardia FBPA; actives 0.71% (n = 290,000); AID 2451; note: potency is the fitted concentration of half-maximal effect; % is set by controls: 0 for no effect and ±100 for the full control effect; nearly all actives have a fitted effect of over 55% in size
Target sequence (A8B2U2 whole entry, looked up): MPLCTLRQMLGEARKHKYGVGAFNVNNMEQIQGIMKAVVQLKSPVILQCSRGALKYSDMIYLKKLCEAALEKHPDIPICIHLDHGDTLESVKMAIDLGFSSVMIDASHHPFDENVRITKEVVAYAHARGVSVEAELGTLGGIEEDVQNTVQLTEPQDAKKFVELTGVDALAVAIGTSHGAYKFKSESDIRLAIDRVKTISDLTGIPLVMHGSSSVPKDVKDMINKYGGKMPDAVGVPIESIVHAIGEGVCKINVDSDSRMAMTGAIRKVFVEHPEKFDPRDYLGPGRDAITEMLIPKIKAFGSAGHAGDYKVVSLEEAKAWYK
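Giardia FBPA (40 nM reagent) was preincubated 10 min at RT with compound (up to 57.5 uM final), then substrate plus GAPDH/TPI/NAD/arsenate coupling system with diaphorase/resazurin was added; resorufin fluorescence (525/598 nm) was read after 20 min.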
Shiga inhibitor = inhibitors of Shiga toxin in Vero cells. actives 9.2% (n = 290,000). inhibition, % at 38.7 µM. Vero cells, Shiga toxin protein synthesis inhibition reporter; in the data active = inhibition mostly above about 28%, no sharp cut-off; inactive = mostly below about 43%; note: 0% is about no effect
HCMV inh = blocks human cytomegalovirus replication | HFF cells, HCMV-luciferase reporter, 72 h; hits give low values | actives 4.5% (n = 410,000) | activity change, negative = inhibition, % at 57.5 µM; in the data active = activity change below about -60%; inconclusive = no clear call, values can overlap the other calls; inactive = above about -39%; note: % is set by controls: 0 for no effect and ±100 for the full control effect
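After 16 h attachment at 37C, HFF cells received test compound and HCMV-luciferase (1 PFU/cell); reporter luminescence read 72 h later, data normalized against buffer-only and known inhibitor Salinomycin.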
AmpC detergent = blocks E. coli AmpC beta-lactamase in detergent assay; AID 485294; AmpC hydrolysis of nitrocefin, absorbance 480 nm, 0.01% Triton; P00811; actives 0.041% (n = 370,000); Potency, µM (top dose mostly 114 µM), inactives show top-dose activity change, negative = inhibition, hits mostly inhibitors;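 note: potency is the fitted concentration of half-maximal effect; 0% = no-compound wells and -100% = no-enzyme wells; nearly all actives have a fitted effect of over 25% in size; some results filed as inactive show a strong effect at the top dose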
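20 mM phosphate pH 7.0 + 0.01% (detergent screen) or 0.0001% Triton X-100; 5.3 nM AmpC reagent; cpd preinc 15 min RT; nitrocefin (800 uM stock) to start; A480 q20 s × 4 min; Activity was normalised to no-enzyme and no-compound control wells.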
AMA1-RON2 inh = disrupts binding of P. falciparum AMA1 to RON2; actives 0.2% (n = 360,000); AlphaScreen AMA1-biotinylated RON2 peptide binding; Potency, µM (doses to about 58.2 µM), for the others: top-dose activity change, negative = inhibition, actives largely listed as inhibitors;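 note: potency is the fitted concentration of half-maximal effect; 0% = vehicle wells and -100% = peptide control; nearly all actives have a fitted effect of over 45% in size; some results filed as inactive show a strong effect at the top dose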
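AMA1 (3D7) with his tag at 25 nM final met compounds first, then biotinylated RON2 peptide at 25 nM; detection used donor plus acceptor beads, 10 µg/mL apiece, read by AlphaScreen after 30 min at room temperature.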
Active calls of the source: *; ? = inconclusive; nt = not tested or not shown; & = joins results of further samples; [ ] = remark or other dose. Unless noted, calls come from the whole dose curve; as a rule, active = well fitted curve in the direction sought with a large enough effect; inconclusive = small, poorly fitted or top-dose-only effect, or another doubt; inactive = no such curve, though single readings can be large; an effect the other way counts as inactive or inconclusive.

Molecule	AmpC no deterg	Cycloheximide cs	FBPA Giardia inh	Shiga inhibitor	HCMV inh	AmpC detergent	AMA1-RON2 inh
CCOc1ccc(NC(=O)C2CCN(S(=O)(=O)c3ccc4c(c3)C(C)(C)C(=O)N4C)CC2)cc1	-4%	1	-8%	-7	1	-2%	-4%
COCC(=O)NCCc1nc2ccccc2[nH]1	-7%	9	0%	-10	?	?	-2%
COc1ccccc1CNc1ccccc1F	-9%	17*	-1%	24	-20	4%	10%
CC1(C)O[C@@H]2C[C@H]3[C@@H]4CCC5=CC(=O)CC[C@]5(C)[C@@]4(F)[C@@H](O)C[C@]3(C)[C@]2(C(=O)CCl)O1	7%	nt	nt	nt	84	?	14%
Cc1c(OC(C)C(=O)NCC(O)c2ccccc2)ccc2c3c(c(=O)oc12)CCC3 (stereo not drawn)	113%[activator]	-1	-11%	-5	-34	-11%	12%
CCOC(=O)C1=C(CN2CCN(C(=O)c3ccco3)CC2)NC(=O)NC1c1ccc(F)cc1 (stereo not drawn)	75%[activator]	8	nt	-3	-23	3%	-4%
CCOC(=O)c1cc(-c2ccccc2)sc1NC(=O)c1cc(OC)c(OC)c(OC)c1	-12%	-4	1%	8	9	-14%	5%
OCCCN1CCN(CCCOc2ccccc2-c2ccccc2)CC1	37%	-5	-24%	-10	-35	-1%	-23%
O=C(NNC(=O)c1cc(F)c(F)cc1Cl)c1ccc(NS(=O)(=O)c2cccs2)cc1	-26%	nt	nt	nt	-4	3%	73%[activator]
CC(=O)COc1ccc2c(-c3ccccc3)cc(=O)oc2c1C	5%	-1	21%	-3	-5	-14%	-22%

6 neighbouring compounds already listed:
Molecule	AmpC no deterg	Cycloheximide cs	FBPA Giardia inh	Shiga inhibitor	HCMV inh	AmpC detergent	AMA1-RON2 inh
CC1(C)O[C@@H]2C[C@H]3[C@@H]4CCC5=CC(=O)CC[C@]5(C)[C@@]4(F)[C@@H](O)C[C@]3(C)[C@]2(C(=O)CCl)O1	7%	nt	nt	nt	84	?	14%
Cc1c(OC(C)C(=O)NCC(O)c2ccccc2)ccc2c3c(c(=O)oc12)CCC3 (stereo not drawn)	113%[activator]	-1	-11%	-5	-34	-11%	12%
CCOC(=O)C1=C(CN2CCN(C(=O)c3ccco3)CC2)NC(=O)NC1c1ccc(F)cc1 (stereo not drawn)	75%[activator]	8	nt	-3	-23	3%	-4%
CCOC(=O)c1cc(-c2ccccc2)sc1NC(=O)c1cc(OC)c(OC)c(OC)c1	-12%	-4	1%	8	9	-14%	5%
OCCCN1CCN(CCCOc2ccccc2-c2ccccc2)CC1	37%	-5	-24%	-10	-35	-1%	-23%
O=C(NNC(=O)c1cc(F)c(F)cc1Cl)c1ccc(NS(=O)(=O)c2cccs2)cc1	-26%	nt	nt	nt	-4	3%	73%[activator]

Carrying on:
Molecule	AmpC no deterg	Cycloheximide cs	FBPA Giardia inh	Shiga inhibitor	HCMV inh	AmpC detergent	AMA1-RON2 inh
OC(COC(c1ccc(Cl)cc1)c1ccc(Cl)cc1)CN1CCc2ccccc2C1 (stereo not drawn)	-9%	-3	-17%	19	-35	-5%	?
CCN(c1ccccc1)S(=O)(=O)c1ccc(Cl)c(NC(=O)COC(=O)c2ccc(Cl)c(N)c2)c1	-34%	-3	5%	-7	13	?	5%
CCN(CC)S(=O)(=O)c1cccc(C(=O)NNC(=O)C2=NN(c3ccccc3)C(=O)CC2)c1	3%	-3	-20%	-4	15	?	125%[activator]
CCCCNC(=O)Nc1nnc(-c2ccc(OCC)cc2)o1	-18%	1	6%	-7	-14	-1%	103%[activator]
COCCN(C(=S)Nc1cccc(C)c1)C(C)c1cccnc1 (stereo not drawn)	16%	-6	-4%	-14	-20	4%	9%
COc1cc(C(=O)NCc2nnc(SCC(=O)NC3CCCCC3)o2)cc(OC)c1OC	5%	9	nt	-10	-7	-8%	-6%
Cc1ccc(Cl)c(OCC(=O)Nc2cccnc2)c1	-8%	58*	nt	105*	44	4%	-9%
Cc1ccc(CNC(=O)CN2C(C)CCCC2C)cc1 (stereo not drawn)	-21%	-4	11%	-2	-2	5%	0%
S=C(Nc1ccc(Cl)cc1)Nc1ccc2cn[nH]c2c1	-26%	8	-18%	20	-20	4%	26%
CN(/N=C/c1cc(Br)cc(Br)c1O)c1ccccc1	-20%	6	14%	-9	44	-7%	-13%
CCc1ccc(/C=C2\SC(=S)N(CCC(=O)N3CCN(C)CC3)C2=O)cc1	-14%	-2	0%	-5	-36	-13%	-3%
COc1ccc(NC2CS(=O)(=O)CC2OC(=O)c2ccc(F)cc2)cc1 (stereo not drawn)	-8%	-2	3%	-5	-7	-3%	-4%
Cc1cc(C)n(-c2cc(N3CCN(C(=O)c4cccc(F)c4)CC3)ccc2[N+](=O)[O-])n1	159%[activator]	2	-6%	-9	-23	5%	-6%
O=C(CN1C(=O)c2cccc3cccc1c23)NCc1ccc2c(c1)OCO2	-43%	-2	-10%	31	48	-11%	1%
CCN(CC)C(=O)c1ccc(S(=O)(=O)Cc2ccc(C)cc2)c([N+](=O)[O-])c1	9%	-2	12%	-8	-23	-10%	-15%
O=C(Cc1ccccn1)Nc1ccccc1	-27%	-1	-7%	18	24	?	9%
NS(=O)(=O)c1ccc(CCNC(=O)c2ccccc2F)cc1	-16%	-5	0%	1	16	-11%	-24%
CC1(C2CC2)NC(=O)N(CC(=O)N2CCN(S(=O)(=O)c3ccc(F)c(F)c3)CC2)C1=O (stereo not drawn)	14%	nt	nt	nt	-31	3%	-24%
COc1ccc(N)cc1C#N	-7%	-2	0%	16	?	?	-3%
CCOc1cc(N2CCOCC2)c(OCC)cc1NC(=O)C1=COCCO1	-7%	nt	nt	nt	2	-7%	-11%
Cc1ccc(NC(=O)C2=C(O)CCn3c2nc2ccccc23)cc1	24%	22*	11%	37	20	-1%	19%
CCc1ccc(CNC(=O)C2CCCN(c3nnc(C)c4c(C)n(-c5ccccc5)nc34)C2)cc1 (stereo not drawn)	185%[activator]	0	nt	-3	-108*	-4%&11%	-12%
COc1cccc(C(=O)NCCCNC(=O)c2cccnc2)c1	3%	2	8%	2	15	7%	8%
COCC(=O)Nc1ccc(S(=O)(=O)Nc2ncccn2)cc1	-13%	-1	2%	-10	nt	0%	nt
Cc1ccc(NC(=O)COC(=O)C2CC3CCCC(C2)C3=O)c([N+](=O)[O-])c1 (stereo not drawn)	-7%	nt	nt	nt	26	1%	-3%
CCOC(=O)c1c(C)[nH]c(C(=O)OCC(=O)c2ccc3c(c2)NC(=O)CO3)c1C	-30%	nt	nt	nt	-3	-8%	-8%
COCCNC(=S)N=Nc1c(O)[nH]c2ccc([N+](=O)[O-])cc12	103%[activator]	-2	-27%	-1	127	-6%	38%[activator]
CCN(CC)CCCNC(=O)CN1C(=O)CSc2ccc(S(=O)(=O)N3CCOCC3)cc21	-12%	-3	0%	-15	30	?	-1%
COCCN(C(=O)CSCC(=O)Nc1cccc(C)c1)c1c(N)n(Cc2ccccc2)c(=O)[nH]c1=O	-21%	nt	nt	nt	7	?	7%
O=CNCc1nc2ccccc2n1CCCc1ccccc1	59%	-1	9%	25	-17	6%	-5%
CCOC(=O)C1=NOC(CNC(=O)C2=NOC(CNC(=O)c3c(-c4ccccc4Cl)noc3C)C2)C1 (stereo not drawn)	28%	-3	2%	-10	91	-2%	6%
COC(=O)C1=C(N)Oc2cc(C)n(CC3CCCO3)c(=O)c2C1c1ccc(Cl)c(Cl)c1 (stereo not drawn)	67%[activator]	-6	1%	-9	-7	-2%	-14%
CC(C)C12CN3CC(C(C)C)(CN(C1)C3c1ccccc1O)C2=O (stereo not drawn)	4%	0	-6%	-6	10	0%	5%
Cc1cccc(N2CC(c3nc4ccccc4[nH]3)CC2=O)c1 (stereo not drawn)	-28%	-7	2%	11	-10	0%	0%
COc1ccccc1CNC(=O)CSc1n[nH]c(N)n1	-4%	-1	-1%	-5	8	-10%	3%
O=c1c2c([nH]c3ccc(Br)cc13)CCCC2	-16%	-3	0%	-3	47	?	-6%
COc1cccc(-c2cc(C(=O)NCC3CCCO3)c3cc(Br)cc(C)c3n2)c1 (stereo not drawn)	0%	1	3%	-8	-60*	7%	-4%
Cc1[nH]n(-c2ccccc2)c(=O)c1C(=O)c1cccc(F)c1	-10%	14	2%	24	-36	-9%	-2%
Cc1ccc(C2(C)NC(=O)N(CC(=O)NNC(=O)c3ccoc3C)C2=O)cc1 (stereo not drawn)	-15%	nt	nt	nt	-6	-9%	49%[activator]
O/N=C/Cc1[nH]c2ccccc2c1-c1ccccc1	-44%	4	1%	-6	104	-2%	0%
CC(C)Cc1cc(C(=O)NCCCN2CCOCC2)no1	-6%	35	-4%	34	-32	7%	15%
CC(=O)c1ccc2c(c1)C1C=CCC1C(c1cc3c(cc1Br)OCO3)N2 (stereo not drawn)	-20%	nt	nt	nt	77	1%	0%
COc1ccccc1N1CCN(CC(=O)c2c(C)[nH]c3cc(C)ccc23)CC1	0%	-5	-1%	-16	29	?	-8%
CC(C)CCSc1nnc(N)s1	-23%	2	-2%	-3	30	1%	-14%
CCC(C(=O)OCC(=O)Nc1cc(Cl)ccc1Cl)c1ccccc1 (stereo not drawn)	-10%	5	-1%	13	-19	0%	42%[activator]
Cc1ccc(C)c(NC(=S)NC(C)C(c2ccccc2)N2CCN(C)CC2)c1 (stereo not drawn)	66%[activator]	-1	3%	-12	-10	-4%	-18%
COc1ccc(/C=N/OCC(=O)NC(c2ccccc2)c2ccccc2)c(OC)c1	-7%	-4	-4%	-5	-6	?	6%
COc1ccccc1NS(=O)(=O)c1ccc2ccccc2c1	-34%	2	-4%	11	-25	-2%	-17%

Assay outcomes (PubChem)
